Wnt bcat act: activates Wnt/beta-catenin signaling in a reporter cell assay. activator, plate reader. activation, % at 9.35 µM. 300,000 tested, 1.2% active; in the data active means activation above about 30%, passing the limit was not always enough;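 further: 0% = neutral control wells and 100% = positive control wells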
Keap1-Nrf2 PPI: disrupts human Keap1 binding to Nrf2 peptide. Q14145. Keap1 Kelch-Nrf2 peptide fluorescence polarization, 1536-well. inhibition, % at 9.4 µM. 340,000 tested, 0.15% active. AID 504523; in the data active means inhibition above about 12%;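 further: human Keap1 Kelch domain with fluorescein labeled Nrf2 9mer peptide probe; 0% = neutral control wells and 100% = peptide positive control; higher means more block of Keap1 binding to Nrf2 peptide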
Target sequence (Q14145 whole entry, looked up, the tested form may be a part): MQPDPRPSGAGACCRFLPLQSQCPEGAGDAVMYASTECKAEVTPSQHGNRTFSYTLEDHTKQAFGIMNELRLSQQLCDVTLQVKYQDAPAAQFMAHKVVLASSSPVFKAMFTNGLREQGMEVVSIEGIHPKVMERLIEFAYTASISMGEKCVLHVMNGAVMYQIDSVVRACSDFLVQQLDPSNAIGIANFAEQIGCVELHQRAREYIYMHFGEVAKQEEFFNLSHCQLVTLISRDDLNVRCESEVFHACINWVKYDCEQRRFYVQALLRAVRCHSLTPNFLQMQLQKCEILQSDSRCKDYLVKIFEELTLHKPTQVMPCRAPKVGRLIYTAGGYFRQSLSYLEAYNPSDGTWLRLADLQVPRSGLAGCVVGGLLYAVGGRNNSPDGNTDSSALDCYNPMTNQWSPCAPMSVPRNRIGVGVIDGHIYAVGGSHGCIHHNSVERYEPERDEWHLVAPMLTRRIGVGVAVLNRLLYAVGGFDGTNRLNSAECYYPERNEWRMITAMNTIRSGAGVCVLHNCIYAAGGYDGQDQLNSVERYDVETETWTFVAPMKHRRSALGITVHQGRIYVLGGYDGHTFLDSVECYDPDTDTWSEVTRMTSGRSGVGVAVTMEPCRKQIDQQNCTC
RTF Ca sens act: cardiac RTF calcium sensitization; 340,000 tested, 0.24% active; P19429+P45379; AID 493008; activation, % at 7.2 µM; IANBD-labeled TnC RTF fluorescence at EC20 calcium; 0% EC20 calcium, 100% full calcium;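 active means activation above the mean over all tested compounds plus 3 SD, cut at about 30% in these data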;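 further: rise in fluorescence read as greater calcium sensitivity of cardiac thin filaments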
V-ATPase pHluor: yeast V-ATPase proton transport regulation by pHLuorin; S. cerevisiae, pHLuorin cytosolic pH fluorescence; response, % at 10 µM; 350,000 tested, 0.37% active; in the data active means response mostly above about 7.3%, no sharp cut-off; inactive means mostly below about 5.4%; further: actives read high; inactives centre near 0; some compounds called inactive have numbers as strong as hits; reference of the scale not given here
LANA DNA inh: inhibitors of KSHV LANA C-terminal domain DNA binding; 340,000 tested, 0.078% active; inhibition, % at 9 µM; MBP-C-LANA/FAM-LBS DNA binding, fluorescence polarization; AID 504423;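 active means highest replicate inhibition at or above 60% at 9 µM, even if other replicates fall short; inactive means all replicates below 60% inhibition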;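 further: 0% = neutral control wells and 100% = 4 µM acridine orange control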
Arrestin-AP2 inh: inhibitors of human beta-arrestin and AP2 interaction. inhibition, % at 10 µM. FITC-arrestin peptide / GST-AP2 beads, flow cytometry; AP2 beta2 appendage carries R879A mutation. 340,000 tested, 0.31% active. AID 504490;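 active means inhibition above a set limit, near 3 SD of compounds lacking own fluorescence, cut at about 54% in these data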;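 further: plate controls were DMSO wells for no effect and 5 µM unlabelled arrestin peptide for full effect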
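Material – GST-tagged AP2 beta2-adaptin appendage (R879A) on 4 µm glutathione beads · Probe or stimulus – fluorescein-tagged arrestin peptide at 50 nM final · Timing – 12 min plus 1 h, RT · Detection – bead flow cytometry, FITC channel · Read-out basis – inhibition as reduced fluorescein signal on beads, percent · Medium – PBS plus Tween 20 (0.05%) and BSA (0.1%)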
Pemphigus Ab inh: inhibitors of pemphigus antibody binding to human desmoglein-3 | P32926 | DSG3-coupled beads, scFv-anti-DSG3-GFP binding, flow cytometry; active compounds read low | binding (percent of control), % at 10 µM | 310,000 tested, 0.48% active | AID 588358;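 active means binding more than 3 SD below its plate's average and above zero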;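 further: hits lower antibody fragment binding to DSG3; some compounds called inactive have numbers as strong as hits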
OPRM1-OPRD1 ag: agonists of human mu-delta opioid receptor heterodimerization; P35372+P41143; cells, OPRM1-OPRD1 heterodimerization, luminescence; activation, % at 9.3 µM; 340,000 tested, 0.3% active; AID 504326; in the data active means activation above about 18%;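 further: 0% = vehicle-treated cells and 100% = reference agonist; values of inactives mirror those of a sister screen read the other way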
RTF Ca sens inh: cardiac RTF calcium desensitization; P19429+P45379; IANBD-labeled cardiac RTF, Ca2+ fluorescence; inhibition, % at 7.15 µM; 340,000 tested, 0.12% active; AID 493244;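 active means inhibition above the mean inhibition of all tested compounds plus 3 SD, cut at about 17% in these data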;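 further: assay run at fixed EC70 calcium of 1.6 mM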
OPRM1-OPRD1 inv: inverse agonist of human OPRM1-OPRD1 heterodimerization; inhibition, % at 9.3 µM; 340,000 tested, 0.21% active; cell-based MOR-DOR heterodimer luminescence, inverse agonism; P35372+P41143; in the data active means inhibition above about 22%, passing the limit was not always enough;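 further: 0% = cells with DMSO and 100% = wells without cells with DMSO; values of inactives mirror those of a sister screen read the other way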
* hit, by the source's call; · = not tested or not shown.

SMILES	Wnt bcat act	Keap1-Nrf2 PPI	RTF Ca sens act	V-ATPase pHluor	LANA DNA inh	Arrestin-AP2 inh	Pemphigus Ab inh	OPRM1-OPRD1 ag	RTF Ca sens inh	OPRM1-OPRD1 inv
Cc1c(C)c2c(OCC(=O)NCc3ccco3)cc3c(c2oc1=O)CCC(C)(C)O3	-2	1	1	-2	0.0	11	·	-2.6	-4	13
CN(C)c1nc(N(C)C)c2cnn(C)c2n1	0	-7	-2	-1	3.3	0	99	-2.6	7	13
CC(C)[C@@H](C(=O)NCc1ccco1)N1C(=O)N2CCc3c([nH]c4ccccc34)[C@@]2(C)C1=O	-1	-4	5	1	2.0	2	95	-1.5	7	8
COc1ccc(C)cc1NC(=O)CN(C)S(=O)(=O)c1ccc2c(c1)c(=O)n(C)c(=O)n2C	·	-6	5	0	0.6	2	98	-1.4	-10	8
CCCCCOc1ccc(Cl)cc1CN1CCOCC1	·	2	-2	-2	-1.4	-8	·	3.6	-6	-18
Cc1c(NC(=O)OCCNC(=O)Nc2ccccc2)sc(=S)n1C	·	-3	8	3	-1.3	-51	110	-1.0	-22	6
CN(CC(=O)Nc1ccccc1C(F)(F)F)C(=O)c1ccccc1Sc1ccccc1C#N	3	-2	-1	-3	-0.5	16	·	0.2	-1	-1
NC(=O)[C@@H]1CCCCNc2c(F)cc([N+](=O)[O-])cc2C(=O)N[C@@H](CCCN=C(N)N)C(=O)NCC(=O)N1	1	-2	-2	2	-8.8	11	112	0.8	-11	-5
COc1ccc(C(=O)NCc2ccc(C(=O)O)o2)cc1	0	-4	1	-4	-1.4	-6	102	-4.0	-4	18
COc1ccccc1CNC(=O)C1Cc2cc(S(=O)(=O)N3CCCCC3)ccc2N1C(C)=O (centres undefined)	-1	-5	-1	-2	0.7	10	·	-1.0	0	6
Cc1ccccc1OCc1nnc2c3cnn(C)c3ncn12	·	3	1	2	-4.5	1	95	-2.5	4	14
COc1cccc(N2C(=O)C3C(C2=O)C3(c2ccccc2)c2ccccc2)c1 (centres undefined)	2	0	-12	-4	-1.2	-3	101	-0.8	-4	4
Cc1sc2ncn(CC(=O)NCCN3CCOCC3)c(=O)c2c1S(=O)(=O)N1CCC(C)CC1	-5	0	7	-2	-0.5	1	122	-3.9	-2	18
O=C(Nc1ccc(Oc2ccccc2)cc1)C1CCCO1 (centres undefined)	·	-1	-1	5	-0.5	17	102	-2.2	1	13
O=C(/C=C/c1ccc(F)cc1)NCc1ccco1	·	-4	0	2	0.4	2	103	-0.3	-15	2
NC(=O)C1CCN(CCS(=O)(=O)c2ccc(Cl)cc2)CC1	-4	-1	3	-1	-0.1	34	·	-3.4	-4	17
Cc1nn(-c2cccc(Cl)c2)c2nc(C(F)(F)F)[nH]c(=O)c12	1	-8	2	8	0.1	0	·	-0.7	5	3
COc1ccc(C)cc1-n1nnnc1SC(C)C(=O)NC1CCCC1 (centres undefined)	1	-5	0	5	4.2	-1	·	-0.9	-1	4
Cc1[nH]c2ccccc2c1SCC(=O)O	·	-2	4	-3	-0.5	0	98	-3.6	-23	20
Cc1nnc(SCC(=O)NCc2ccc3c(c2)OCO3)n1C	1	-5	2	-4	-0.7	-8	100	-3.2	-4	16
CSc1nnc(-c2cccn(Cc3cccc(Cl)c3)c2=O)o1	-1	2	-2	-4	-1.8	25	·	0.4	0	-2
CCN=C1SC(C(=O)Nc2cccc(C)c2)CC(=O)N1CC (centres undefined)	3	-6	-2	6	2.5	-6	97	-0.9	2	5
CC(=O)Nc1ccc(C(=O)OCc2ccc(Cl)c(Cl)c2)cc1	·	-1	0	-1	0.9	4	80	4.3	-4	-21
COc1ccc(NC(=O)Nc2ccc3c(c2)N(C)C(=O)CS3)cc1Cl	·	-2	10	-1	-0.8	1	94	15	4	-90
COc1cc(Cl)ccc1OCc1cc(C(=O)N(C)Cc2cn(C)nc2C)no1	-2	-1	3	0	0.6	3	114	-2.3	-2	13
CC(C)CN(c1ccccc1)S(=O)(=O)c1nnc(NC(=O)C(C)C)s1	-5	-3	14	0	1.2	30	101	2.4	-9	-11
O=C(CSc1nnc(-c2ccccc2)c(-c2ccccc2)n1)NC1CCS(=O)(=O)C1 (centres undefined)	-2	-2	2	0	1.0	-6	105	-1.8	-4	9
Cc1c(C(=O)NC2CCCc3ccccc32)cccc1[N+](=O)[O-] (centres undefined)	-1	6	5	7	1.1	-7	·	4.0	-19	-25
CC(C)OC(=O)CSc1nnc(C2CCCCC2)n1N	42*	0	·	-2	0.5	-8	102	·	·	·
COc1cccc(/C=N/NC(=O)CCn2nnc3ccccc32)c1	1	-7	-1	0	1.7	1	99	0.5	-5	-4
COC(=O)c1c(-c2ccc(Br)cc2)noc1N	4	0	-5	-1	2.8	26	·	-2.1	-10	12
Cc1ccc(C)c(NC(=O)CSc2nc3[nH]ncc3c(=O)[nH]2)c1	·	-2	7	-2	-0.1	11	109	-1.4	-1	7
CCOc1cc(C(=O)N/N=C/c2ccoc2)cc(OCC)c1OCC	0	-2	2	1	-0.2	-1	110	-3.0	0	10
CS(=O)(=O)c1ccc(Cl)c(C(=O)Nc2ccc3nc(N4CCOCC4)sc3c2)c1	1	0	-3	0	-1.7	-6	97	-1.2	-7	5
COc1ccc(S(=O)(=O)n2cnc3cc(C)c(C)cc32)cc1C	3	-1	-1	2	-0.9	-1	106	-0.9	-1	5
COc1ccc(Cl)cc1C(=O)N1CCC2(CC1)CC(=O)c1ccccc1O2	-4	-3	-11	-3	0.5	53	105	-0.6	4	4

Structures above that have a CF3 group, in the order listed:
SMILES	Wnt bcat act	Keap1-Nrf2 PPI	RTF Ca sens act	V-ATPase pHluor	LANA DNA inh	Arrestin-AP2 inh	Pemphigus Ab inh	OPRM1-OPRD1 ag	RTF Ca sens inh	OPRM1-OPRD1 inv
CN(CC(=O)Nc1ccccc1C(F)(F)F)C(=O)c1ccccc1Sc1ccccc1C#N	3	-2	-1	-3	-0.5	16	·	0.2	-1	-1
Cc1nn(-c2cccc(Cl)c2)c2nc(C(F)(F)F)[nH]c(=O)c12	1	-8	2	8	0.1	0	·	-0.7	5	3

The listing continues:
SMILES	Wnt bcat act	Keap1-Nrf2 PPI	RTF Ca sens act	V-ATPase pHluor	LANA DNA inh	Arrestin-AP2 inh	Pemphigus Ab inh	OPRM1-OPRD1 ag	RTF Ca sens inh	OPRM1-OPRD1 inv
C/C(=N/NS(=O)(=O)c1ccc(C)cc1)c1ccc(NC(=O)C(F)(F)F)cc1	0	0	1	-4	0.7	9	100	-1.8	4	11
Cc1ccc(NC(=O)CCCC(=O)O)c(-c2nc3ccccc3[nH]c2=O)c1	-1	0	-4	-1	0.0	-7	104	-3.4	5	16
CC(C)C(=O)N=c1sc2cccc(F)c2n1C	-2	-4	-4	-2	-0.8	28	87	-0.5	-1	2
COc1ccc(C(=O)NCCS(=O)(=O)N2CCN(Cc3ccccc3)CC2)cc1	4	-2	3	4	-0.7	3	99	-1.8	-2	10
CCCc1cc(C(=O)NNC(=S)Nc2cccc(C)c2)cs1	20	1	-2	2	0.0	-11	101	-3.1	3	16
CCOC(=O)c1c(C)cc(C)[nH]c1=O	-1	-3	8	1	1.2	3	104	0.2	-3	-1
CCOC(=O)c1sc2nc(N3CCOCC3)c3c(c2c1N)CCCC3	·	-2	9	-2	-0.2	-2	98	-2.6	-22	14
COc1ccc(S(=O)(=O)Nc2cccc3c2O[C@H](CN(C)S(=O)(=O)c2ccc(Cl)cc2)[C@H](C)CN([C@H](C)CO)C3=O)cc1	-4	-6	3	8	-2.0	-11	100	-0.1	-2	0
CCOC(=O)CNC(=O)OC1CCN2Cc3ccccc3N=C12 (centres undefined)	0	-6	6	0	-1.5	-8	97	-2.5	-2	11
CCCOC(=O)c1ccc(OCC(O)CN2C(=O)NC(C)(C)C2=O)cc1 (centres undefined)	-2	-1	1	-4	0.2	-2	95	-1.2	5	6
Cn1c(=O)oc2cc(S(=O)(=O)Nc3ccc4c(c3)OCO4)ccc21	2	0	5	3	-1.1	18	87	0.1	-1	-1
Cc1cc([N+](=O)[O-])cc(C)c1OCC(=O)N/N=C/c1ccc(OC(=O)c2ccccc2Br)cc1	-3	0	9	-1	0.9	19	85	-2.7	-3	14
CC(C)CC(=O)O/N=C1\C(=O)N(c2ccccc2)c2ccccc21	·	-3	-2	-1	1.5	0	103	-4.0	-9	18
CCc1cc2c(Nc3ccccc3O)nc(C)nc2s1	2	0	0	0	-0.4	0	99	-0.9	-1	4
COc1ccc(N(C)S(=O)(=O)c2cccc(C(=O)NC3=NCCS3)c2)cc1	1	2	-6	-2	-1.9	-2	102	-3.1	-2	17
CCCC(=O)Nc1sc(-c2ccccc2)c(-c2ccccc2)c1C(=O)O	0	1	-1	4	-4.9	3	107	-1.3	-3	7
CCOc1cc(C(=O)N(CC)CC(=O)Nc2ccc3c(c2)OCCO3)ccc1OC	-1	-7	1	2	-0.1	12	100	2.7	-6	-11
CCOC(=O)C1(CCOC)CCN(Cc2cc3ccccc3s2)CC1	-2	-4	-1	-2	1.7	3	109	-0.8	1	4
CCOc1ccc(C(C)=O)cc1NC(=O)/C=C\C(=O)O	·	-3	7	0	2.8	-7	103	-1.0	-5	5
CCOC(=O)COc1ccccc1/C=C\[N+](=O)[O-]	·	-6	1	4	1.1	-2	92	-1.7	-5	10
CCN(CC)c1ccc(C2C(C(=O)Nc3ccccn3)=C(C)NC3=C2C(=O)CC(C)(C)C3)cc1 (centres undefined)	-4	-6	10	17*	0.6	12	106	0.6	-4	-4
COc1cc(C(=O)O[C@H]2CC(C)=CC[C@@]3(C)CC[C@@](O)(C(C)C)[C@H]23)ccc1O	2	-2	-3	-3	-1.6	6	97	6.2	1	-31
COCCNC(=O)C(c1cccs1)N(Cc1ccccc1)C(=O)Cn1nnc2ccccc21 (centres undefined)	1	-3	-3	4	1.0	4	70	-2.9	-2	15
CCCOC(=O)c1c(N)sc(C(=O)OCC)c1C	·	-4	-5	0	-0.5	-3	100	4.4	7	-23
COC(=O)c1ccccc1NC(=O)Cn1cnc2ccc(S(=O)(=O)N3CCC(C)CC3)cc2c1=O	·	-2	-2	1	-2.4	28	96	0.1	-6	-1
CCSc1nnc(NC(=O)CC)s1	-2	-5	-1	-2	0.1	6	101	-3.2	1	17
CS(=O)(=O)NCc1nnc(SCC(=O)NC2CCCCC2)n1-c1ccc(F)cc1	0	-1	-2	3	-0.4	-8	121	-4.0	2	16
C=C1C(=O)OC2CC1C(O)CC(C)=CCCC(C)=CC(O)CC2C (centres undefined)	-4	-53	-2	5	0.5	-13	81	-0.9	-6	4
COc1cc2c(cc1OC)[C@@H]1Cc3cc4c(cc3[C@H](C2)N1C)OCO4	0	-5	-1	0	2.8	-4	98	-1.3	1	8
COC(=O)c1c(NC(=O)CCCC(=O)O)sc2c1CCCCC2	-1	-5	-6	0	0.9	9	97	-1.9	-1	10
CN(Cc1ccc(F)cc1)C(=O)c1ccc(NC(=O)CC2SC(N3CCCC3)=NC2=O)cc1 (centres undefined)	-4	-4	13	3	-0.6	11	14	0.2	-4	-1
CC1(C)C(=O)OC(c2cccs2)C(C)(C)C1=O (centres undefined)	·	-1	3	0	1.7	3	96	-2.8	-4	13

Screens (PubChem BioAssay)
